# Screens (PubChem)
# GluA2 TARP mod = modulates AMPAR-stargazin complexes; HEK293 GluA2+stargazin, membrane potential dye (FDSS), glutamate EC50; hits were called plate by plate, in both directions; calls only at 30 µM; 3.5% of 40,000 active;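 active = any of four per-well response measures lying three or more SD from its plate-wide compound average, in either direction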
# Target sequence (O88602 whole entry, looked up): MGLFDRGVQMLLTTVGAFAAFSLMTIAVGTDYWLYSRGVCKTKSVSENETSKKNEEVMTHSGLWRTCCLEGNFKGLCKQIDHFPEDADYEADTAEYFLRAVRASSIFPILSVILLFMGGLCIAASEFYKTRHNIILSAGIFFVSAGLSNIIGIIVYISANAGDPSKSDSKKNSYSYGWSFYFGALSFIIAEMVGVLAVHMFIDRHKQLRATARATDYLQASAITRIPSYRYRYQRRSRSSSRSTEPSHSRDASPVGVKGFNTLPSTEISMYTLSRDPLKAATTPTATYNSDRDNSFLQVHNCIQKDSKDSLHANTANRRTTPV
# Target sequence (P19491 whole entry, looked up): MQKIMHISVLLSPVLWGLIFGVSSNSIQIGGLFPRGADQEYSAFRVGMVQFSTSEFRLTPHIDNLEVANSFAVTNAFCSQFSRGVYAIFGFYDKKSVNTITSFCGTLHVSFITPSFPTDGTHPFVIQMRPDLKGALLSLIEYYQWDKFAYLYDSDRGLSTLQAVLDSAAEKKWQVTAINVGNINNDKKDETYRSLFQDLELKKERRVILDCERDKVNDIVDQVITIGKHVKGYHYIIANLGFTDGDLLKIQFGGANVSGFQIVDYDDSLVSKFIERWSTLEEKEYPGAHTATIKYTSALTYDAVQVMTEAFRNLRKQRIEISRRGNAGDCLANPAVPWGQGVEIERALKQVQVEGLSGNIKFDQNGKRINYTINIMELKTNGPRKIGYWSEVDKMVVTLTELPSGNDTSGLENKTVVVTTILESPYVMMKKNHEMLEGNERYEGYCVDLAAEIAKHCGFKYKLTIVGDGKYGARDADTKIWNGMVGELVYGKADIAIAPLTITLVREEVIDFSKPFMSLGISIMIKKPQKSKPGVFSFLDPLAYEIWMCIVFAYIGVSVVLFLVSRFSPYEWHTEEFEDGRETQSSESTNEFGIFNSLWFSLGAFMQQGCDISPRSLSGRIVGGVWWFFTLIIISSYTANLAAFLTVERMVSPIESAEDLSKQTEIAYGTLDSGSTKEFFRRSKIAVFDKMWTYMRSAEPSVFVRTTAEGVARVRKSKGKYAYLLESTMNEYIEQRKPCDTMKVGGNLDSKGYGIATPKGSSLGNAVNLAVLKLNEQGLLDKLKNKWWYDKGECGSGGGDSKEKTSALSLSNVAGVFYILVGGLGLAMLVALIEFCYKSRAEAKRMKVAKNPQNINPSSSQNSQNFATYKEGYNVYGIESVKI
# GluA2 TARP mod agonism max-min = second read-out of GluA2 TARP mod, no call of its own (marks repeat the call); compound max-min signal; compound-alone response (agonism);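 unitless range of fluorescence divided by baseline over first 100 seconds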
# GluA2 TARP mod glutamate slope = further read-out of GluA2 TARP mod, marked with its call; glutamate slope, % of max; measured here: glutamate response slope, % max;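 scaled per plate between vehicle wells and maximal 1 mM glutamate control wells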
# * marks the source's active call; other numbers are inactive results; i = inactive; + = active, no number. A portion of the library; the hit share may differ from the screen's.
# Start of the listing, in advance, 3 compounds:
SMILES,GluA2 TARP mod,GluA2 TARP mod agonism max-min,GluA2 TARP mod glutamate slope
COc1ccc(F)cc1S(=O)(=O)NCCOc1ccc(-c2ccco2)nn1,i,0.042,59
CCOC(=O)N1CCN(C(=O)c2ccc3c(=O)n(Cc4ccccc4Cl)c(=S)[nH]c3c2)CC1,i,0.13,63
CCOC(=O)N1CCN(S(=O)(=O)c2ccc3oc(=O)ccc3c2)CC1,i,0.089,54

# Results, from the first entry:
SMILES,GluA2 TARP mod,GluA2 TARP mod agonism max-min,GluA2 TARP mod glutamate slope
COc1ccc(F)cc1S(=O)(=O)NCCOc1ccc(-c2ccco2)nn1,i,0.042,59
CCOC(=O)N1CCN(C(=O)c2ccc3c(=O)n(Cc4ccccc4Cl)c(=S)[nH]c3c2)CC1,i,0.13,63
CCOC(=O)N1CCN(S(=O)(=O)c2ccc3oc(=O)ccc3c2)CC1,i,0.089,54
Cc1cc(=O)[nH]c(-n2nc(C)c(CCC(=O)N3CCN(c4ccccc4)CC3)c2C)n1,i,0.13,48
CCOc1ccc(NC(=O)CNC(=O)C2CCCCC2)cc1,i,0.064,58
CCc1ccc(OCCS(=O)(=O)Nc2ccc(NC(C)=O)cc2)cc1,i,0.13,59
COc1ccc(CNC(=O)C(=O)Nc2ccc3c(c2)N(S(C)(=O)=O)CCC3)cc1,i,0.055,50
COc1cccc(NC(=O)C(=O)NCC(c2cccs2)N(C)C)c1 (stereo not given),i,0.077,97
COc1ccc(NC(=O)CN2CCc3[nH]c4ccc(Cl)cc4c(=O)c3C2)cc1OC,i,0.028,49
O=C(Nc1nnc(-c2ccco2)o1)c1ccno1,i,0.087,49
COc1ccc(S(=O)(=O)NCC2CCN(C3CCCC3)CC2)cc1OC,i,0.064,60
Cc1nc2c(ccc3nc(NC(=O)CSCc4ccccc4)sc32)s1,i,0.12,49
CCn1nccc1C(=O)Nc1ccc(C(C)=O)cc1,i,0.13,53
CSCCC(C)(O)CNS(=O)(=O)c1cccc(Cl)c1C (stereo not given),i,0.14,59
Cn1nnc2c(N3CCN(S(=O)(=O)c4ccc(F)cc4)CC3)ncnc21,i,0.091,48
Cc1ccc(CN2N=NC3C(=O)N(c4ccccc4)C(=O)C32)cc1 (stereo not given),i,0.089,46
O=[N+]([O-])c1ccccc1S(=O)(=O)NCC1COC2(CCCCC2)O1 (stereo not given),i,0.14,91
CC(C)C(=O)Nc1ccc(S(=O)(=O)NCC2CCN(S(=O)(=O)C3CC3)CC2)cc1,i,0.067,49
O=C(Nc1ccc2c(c1)CCCN2S(=O)(=O)c1ccccc1)c1ccccc1,i,0.12,82
O=C(NCc1ccc2c(c1)OCO2)C(=O)N1CCC(Cc2ccccc2)CC1,i,0.047,58
Cc1ccccc1OCC(=O)NCC(c1cccs1)N(C)C (stereo not given),i,0.027,45
CCCC(=O)Nc1nc(C(=O)OCC)cs1,i,0.058,42
COc1ccc(S(=O)(=O)N2CCCN(S(=O)(=O)c3ccc(OC)c(OC)c3)CC2)cc1OC,i,0.078,47
CCN(c1ccccc1)c1nc2c(c(=O)n(C)c(=O)n2C)n1CC(=O)O,i,0.063,51
Cn1nnc2c(N3CCN(C(=O)Cc4ccc(F)cc4)CC3)ncnc21,i,0.11,65
CCC1=C(C(=O)OC)C(c2cccc(OC)c2OC)n2nc(SC)nc2N1 (stereo not given),i,0.16,34
Cc1nc(NC(=O)c2cc(Cl)ccn2)sc1C(=O)N(C)C,i,0.16,76
CCOC(=O)CCn1c(=O)c2c(nc3n(-c4ccc(CC)cc4)c(C)c(C)n23)n(C)c1=O,i,0.055,41
Cc1cc(-c2nnc(NC(=O)C3CCN(S(=O)(=O)c4cccs4)CC3)o2)nn1C,i,0.076,44
O=C(NCC#CCN1CCc2ccccc2C1)NC1CCCCC1,i,0.057,57

# Reprinted from the part before: five entries, followed by the next part.
SMILES,GluA2 TARP mod,GluA2 TARP mod agonism max-min,GluA2 TARP mod glutamate slope
CCC1=C(C(=O)OC)C(c2cccc(OC)c2OC)n2nc(SC)nc2N1 (stereo not given),i,0.16,34
Cc1nc(NC(=O)c2cc(Cl)ccn2)sc1C(=O)N(C)C,i,0.16,76
CCOC(=O)CCn1c(=O)c2c(nc3n(-c4ccc(CC)cc4)c(C)c(C)n23)n(C)c1=O,i,0.055,41
Cc1cc(-c2nnc(NC(=O)C3CCN(S(=O)(=O)c4cccs4)CC3)o2)nn1C,i,0.076,44
O=C(NCC#CCN1CCc2ccccc2C1)NC1CCCCC1,i,0.057,57
O=C(NCc1ccccc1)C(=O)Nc1cccc(N2CCCCC2=O)c1,i,0.052,53
CC(=O)N1N=C(c2ccccc2NS(C)(=O)=O)CC1c1ccco1 (stereo not given),i,0.097,70
Cc1ccccc1C(=O)N1CCN(S(=O)(=O)c2cc3c4c(c2)CCN4C(=O)CC3)CC1,i,0.11,68
Cc1c(C(=O)NCCCO)c(C(F)(F)F)nn1C1CCN(C(C)C)CC1,i,0.083,72
COc1ccc(OC)c(-c2ccc(=O)n(C)n2)c1,i,0.093,83
O=C(Cn1c(=O)oc2ccccc21)NCC1CCN(C(=O)c2cc3ccccc3o2)CC1,i,0.052,37
CCOc1ccc(-c2ccc(=O)n(CCCC(=O)Nc3ccccc3SC)n2)cc1,i,0.065,23
O=c1c(NCc2ccccc2Cl)nccn1-c1cccc(F)c1,i,0.09,51
O=S(=O)(NCCOc1ccc(-c2ccc(F)cc2)nn1)c1ccc(I)cc1,i,0.082,46
Cn1nc(NC(=O)c2ccccc2C(F)(F)F)c2c1NC(=O)CC2c1cccs1 (stereo not given),i,0.11,62
COCCNC(=O)Cc1ccc(NC(=O)c2ccc(F)c(F)c2)cc1,i,0.078,48
CCc1ccc(OCCOCC(O)CN2CCN(Cc3ccc4c(c3)OCO4)CC2)cc1 (stereo not given),+,0.094*,93*
O=C(c1ccc(Cl)c(S(=O)(=O)N2CCCCC2)c1)N1CCCc2ccccc21,i,0.13,84
CCOc1ccc2ccccc2c1C(=O)Nc1ccc(N2CCCC2=O)c(OC)c1,i,0.081,48
COc1ccc(Cn2cnc3c4ccccc4n(CC(=O)Nc4cccc(C(C)=O)c4)c3c2=O)cc1,i,0.087,72
O=C(NCCOc1ccc2nnc(-c3ccccc3Cl)n2n1)NCc1ccccc1,i,0.078,58
COCCNC(=O)Cc1ccc(NS(=O)(=O)c2ccc(NC(C)=O)cc2C)cc1,i,0.059,35
CS(=O)(=O)N1CCCc2ccc(NC(=O)C(=O)NCCc3ccccc3)cc21,i,0.055,44
Cc1ccc(N2CCCS2(=O)=O)cc1NC(=O)C(=O)Nc1ccc(C(N)=O)cc1,i,0.11,62
O=C(Cc1cc(-c2cccs2)on1)NCc1ccccc1,i,0.061,39
S=c1[nH]nc(-c2cccnc2)n1-c1ccc(Oc2ccccc2)cc1,i,0.048,36
O=C(c1cnccn1)N1CCN(c2ccc(N3CCOCC3)nn2)CC1,i,0.098,56
COc1ccc(CC2S/C(=C(/C#N)C(=O)Nc3ccc(C)cc3)N(c3ccc(C)c(C)c3)C2=O)cc1 (stereo not given),i,0.071,61
CCOC(=O)c1c(SCC(=O)Nc2nc3ccc(C)cc3s2)nc(=O)[nH]c1C,i,0.048,60
Cc1nn(C2CCS(=O)(=O)C2)c(C)c1CC(=O)Nc1ccc2c(c1)Cc1ccccc1-2 (stereo not given),i,0.16,65
CSCCC(C)(O)CNC(=O)CCS(=O)(=O)c1ccccc1 (stereo not given),i,0.085,61
CCN1C(=O)Cc2cc(NC(=O)Nc3ccccc3)ccc21,i,0.14,58
COCC(=O)NCCCn1nc(-c2ccccc2)ccc1=O,i,0.1,57
O=C1CCCC(=O)N1CCS(=O)(=O)N1CCN(Cc2ccc3c(c2)OCO3)CC1,i,0.068,57
O=C(NCCCn1cccc1)c1cc(C(F)(F)F)cc(C(F)(F)F)c1,i,0.13,41
CC(=O)c1cc(C(=O)OCC(=O)Nc2ccc3c(c2)OCO3)c2ccccn12,i,0.11,54
O=C(CSc1nc2c(c(=O)[nH]1)CN(Cc1ccc(F)cc1)CC2)Nc1ccc(F)c(Cl)c1,i,0.097,58
CCOc1cccc2sc(NC(=O)c3cc(C)nn3CC)nc12,+,0.17*,4.3*
COc1ccccc1N1CCN(CCNS(=O)(=O)c2ccc3c(c2)CCCC3)CC1,i,0.1,36
Cc1ccc(S(=O)(=O)N2CCN(CCOC(=O)CCC(=O)O)CC2)cc1,i,0.091,55
Cc1ccc(S(=O)(=O)Nc2ccc(N3CCCCS3(=O)=O)cc2)cc1,i,0.1,68
O=c1ccc(-c2ccco2)nn1CCCNS(=O)(=O)Cc1ccccc1,i,0.085,61
Cc1cccc(NC(=O)CN2CCC(c3nnc(C(C)C)o3)CC2)c1C,i,0.062,53
COc1ccc(Cl)cc1NC(=O)CSc1ncnc2c1nnn2C,i,0.12,49
CCCCN(C)S(=O)(=O)CCNC(=O)c1ccc(OC)cc1,i,0.097,52

# Structural class, the compounds so far with a COOH group
SMILES,GluA2 TARP mod,GluA2 TARP mod agonism max-min,GluA2 TARP mod glutamate slope
CCN(c1ccccc1)c1nc2c(c(=O)n(C)c(=O)n2C)n1CC(=O)O,i,0.063,51
Cc1ccc(S(=O)(=O)N2CCN(CCOC(=O)CCC(=O)O)CC2)cc1,i,0.091,55

# Carrying on.
SMILES,GluA2 TARP mod,GluA2 TARP mod agonism max-min,GluA2 TARP mod glutamate slope
Cn1c(=O)c2c(nc3n(CCN4CCOCC4)c(-c4ccccc4)cn23)n(C)c1=O,+,0.14*,67*
S=c1nc(-c2ccc(Br)cc2)n(Cc2ccco2)c2c1CCCC2,+,0.21*,44*
COc1ccc(S(=O)(=O)CC(=O)Nc2nc(-c3ccccc3)c(C(=O)c3ccccc3)s2)cc1,i,0.045,48
COc1ccc(S(=O)(=O)N2CCCc3cc(NC(=O)COc4ccccc4)ccc32)cc1,i,0.12,73
CN1CCN(C(=O)c2ccc(CN(c3ccccc3)S(=O)(=O)c3ccccc3)cc2)CC1,i,0.051,7
CCSc1ccc(CC(=O)Nc2nnc(-c3ccnn3C(C)C)o2)cc1,i,0.039,35
O=C(Cc1cccc(F)c1)NC1(c2nc(-c3cccnc3)no2)CCCCC1,i,0.052,59
CC(C)OCCCNC(=O)C(=O)Nc1c2c(nn1C(C)(C)C)CS(=O)(=O)C2,i,0.065,98
CCc1ccccc1N1C(=O)CC(N2CCN(Cc3ccccc3)CC2)C1=O (stereo not given),i,0.045,76
COc1nn(C)cc1-c1nnc(SCC(=O)N(C(C)C)C(C)C)n1C,i,0.093,58

# Copied from the list.
# In GluA2 TARP mod agonism max-min, `O=C(Cc1cccc(F)c1)NC1(c2nc(-c3cccnc3)no2)CCCCC1` has 0.052
# In GluA2 TARP mod glutamate slope, `O=C(Cc1cc(-c2cccs2)on1)NCc1ccccc1` has 39
# In GluA2 TARP mod glutamate slope, `O=c1ccc(-c2ccco2)nn1CCCNS(=O)(=O)Cc1ccccc1` has 61

# (more compounds)
SMILES,GluA2 TARP mod,GluA2 TARP mod agonism max-min,GluA2 TARP mod glutamate slope
COc1ccc(S(=O)(=O)N2CCC(C(=O)Nc3ccc4c(c3)OCCO4)CC2)cc1,i,0.12,56
O=C(COc1ccccc1F)NCC(O)(c1cccs1)C1CC1 (stereo not given),i,0.11,37
COc1ccc(S(=O)(=O)N2CCN(Cc3nnnn3-c3ccccc3)CC2)cc1OC,i,0.071,69
Cn1c(=O)c2c(nc(Nc3ccc(Cl)c(Cl)c3)n2CC(=O)O)n(C)c1=O,i,0.063,39
CC(=O)c1ccccc1OCC(O)CN1CCN(c2ccccc2F)CC1 (stereo not given),i,0.055,40
O=C(NCCN1CCN(C(=O)c2cc(=O)c3ccccc3o2)CC1)c1ccsc1,i,0.12,57
COc1ccc2c(c1)CCN(C(=O)c1nc(-c3cnccn3)no1)C2,i,0.18,79
Cc1ccc(NC(=S)NC(=O)c2ccc([N+](=O)[O-])cc2)nc1,i,0.13,61
Cc1nnc2ccc(OCCNS(=O)(=O)c3ccc(Cl)cc3)nn12,i,0.099,43
COc1cc(NC(=O)COc2cccc(C)c2)ccc1N1CCCC1=O,i,0.098,41
Cc1ccc(NC(=O)c2ccc(=O)n(CC(=O)Nc3ccc(F)c(F)c3)n2)cc1,i,0.043,44
COc1ccc(NC(=O)c2ccc(S(=O)(=O)N(C)Cc3ccco3)cc2)c2ccccc12,i,0.05,52
COc1ccc(Cl)cc1N1CC(c2nc(-c3cc(OC)c(OC)c(OC)c3)no2)CC1=O (stereo not given),i,0.12,62
CSCCC(C)(O)CNS(=O)(=O)c1ccccc1Cl (stereo not given),i,0.11,61
CC(=O)N1CCN(c2nc3c(c(=O)[nH]c(=O)n3C)n2Cc2ccccc2Cl)CC1,i,0.045,37
O=c1cc(-c2ccc(F)cc2)nc(SCc2nc(-c3ccc4c(c3)OCO4)no2)[nH]1,i,0.076,57
CCN(CC)CCCN1C(=O)C(=O)/C(=C(/O)c2ccccc2)C1c1ccccn1 (stereo not given),i,0.1,48
Cc1ccc2nc(NC(=O)c3ccc(=O)n(Cc4cccc(F)c4)n3)sc2c1,i,0.083,54
O=C(NCC1CCN(S(=O)(=O)C2CC2)CC1)C(=O)Nc1ccccc1Cl,i,0.057,52
CC(C)c1ccc(NC(=O)CCC2=NS(=O)(=O)c3ccccc3N2)cc1,i,0.085,41
CC1CCCN(C(=O)c2ccc3c(=O)n4nc(NCc5ccccc5)sc4nc3c2)C1 (stereo not given),i,0.11,53
COc1ccccc1OCC(=O)Nc1ccc(CC(=O)NC2CC2)cc1,i,0.094,50
Cc1cc(NC(=O)c2ccc(S(=O)(=O)N(C)C)o2)no1,i,0.11,62
CNC(=O)c1nsc(C(=O)NCc2ccc(SC)cc2)c1N,i,0.11,24
COc1ccc(-c2cc(C(=O)N3CCC(C)CC3)c3c(C)nn(C4CCS(=O)(=O)C4)c3n2)cc1 (stereo not given),i,0.061,61
COc1ccc(S(=O)(=O)N(C)C2CCCCC2)cc1,i,0.065,44
O=C(c1ccc([N+](=O)[O-])cc1)N(Cc1ccncc1)c1nc2c(F)cccc2s1,i,0.068,55
COc1ccc(NC(=O)Cn2cc(OC)c(=O)cc2CSc2ccc(F)cc2)c(OC)c1,i,0.1,47
Cc1ccc(Cl)c2sc(=NC(=O)C3CCCN3S(C)(=O)=O)n(C)c12 (stereo not given),i,0.14,63
